Compound activity as filed in PubChem BioAssay.
Abeta rescue = compounds reversing amyloid beta toxicity in yeast | yeast expressing A-beta42, growth rescue, OD600, 48 h; response scale: 0% DMSO, 100% iron-clioquinol control | Potency, µM (series often up to 46.1 µM), inactives show at the highest dose growth rescue, usual class: activators | 410,000 compounds, 0.063% hits | AID 1347071; note: potency is the fitted concentration of half-maximal effect; nearly all actives have a fitted effect of over 55% in size
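Growth rescue measured by 600 nm absorbance after 48 h yeast culture at 30 C with compound. Values normalized between DMSO and an equimolar ferric chloride plus clioquinol control.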
DRD3 agonist = agonists of human D3 dopamine receptor. P35462. D3R DiscoveRx beta-arrestin cells, luminescence, 90 min. AID 652048. 410,000 compounds, 0.58% hits. max activation, %; in the data active = max activation above about 30%; note: 0% is about no effect; mostly tested at two doses, the higher about 12 µM
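Agonist mode: compounds and dopamine controls were applied to plated cells for 90 min at 37 degrees C after an overnight attachment at 1500 cells/well. Luminescent read-out followed 30 - 60 minutes at room temperature with DiscoveRx detection reagent.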
EPAC2 ag = activates human EPAC2 exchange factor; Q8WZA2; EPAC2 activation, biochemical qHTS; response scale: 100% = 6.5 mM cAMP response; Potency, µM (highest dose often 154 µM), for the others: at the highest dose activation, hits mostly activators; 360,000 compounds, 0.079% hits; AID 720711; note: potency is the fitted concentration of half-maximal effect; nearly all actives have a fitted effect of over 50% in size
Target sequence (Q8WZA2 whole entry, looked up): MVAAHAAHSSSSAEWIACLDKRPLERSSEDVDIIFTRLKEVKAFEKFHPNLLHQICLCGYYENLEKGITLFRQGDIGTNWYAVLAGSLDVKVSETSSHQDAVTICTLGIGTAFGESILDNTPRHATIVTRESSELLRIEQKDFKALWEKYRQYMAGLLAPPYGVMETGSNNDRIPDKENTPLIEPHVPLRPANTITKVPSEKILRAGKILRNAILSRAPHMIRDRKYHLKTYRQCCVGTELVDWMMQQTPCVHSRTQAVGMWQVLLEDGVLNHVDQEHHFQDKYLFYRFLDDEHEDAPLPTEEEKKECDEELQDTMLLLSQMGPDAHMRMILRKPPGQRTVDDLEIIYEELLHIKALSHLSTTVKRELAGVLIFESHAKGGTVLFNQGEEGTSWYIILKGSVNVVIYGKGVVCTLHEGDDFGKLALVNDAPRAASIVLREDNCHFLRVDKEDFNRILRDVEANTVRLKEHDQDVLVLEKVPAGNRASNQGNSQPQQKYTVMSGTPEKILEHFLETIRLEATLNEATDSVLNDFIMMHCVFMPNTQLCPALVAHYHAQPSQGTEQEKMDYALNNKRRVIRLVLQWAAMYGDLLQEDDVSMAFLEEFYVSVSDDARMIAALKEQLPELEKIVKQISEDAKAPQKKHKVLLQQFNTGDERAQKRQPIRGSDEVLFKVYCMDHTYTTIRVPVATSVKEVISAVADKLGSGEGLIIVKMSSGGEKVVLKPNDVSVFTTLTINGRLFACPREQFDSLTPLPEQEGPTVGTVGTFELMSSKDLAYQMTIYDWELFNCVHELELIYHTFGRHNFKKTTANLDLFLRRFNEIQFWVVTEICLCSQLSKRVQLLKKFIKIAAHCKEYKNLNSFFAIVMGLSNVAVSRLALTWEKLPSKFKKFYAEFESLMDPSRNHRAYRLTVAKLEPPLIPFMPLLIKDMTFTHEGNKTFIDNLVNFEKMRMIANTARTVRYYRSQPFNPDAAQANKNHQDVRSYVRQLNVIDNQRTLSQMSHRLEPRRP
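In this primary screen, activation is scored as increased exchange of BODIPY-GDP from Rap1B by 100 nM EPAC2, with 50 uM GDP as competitor. Signal is normalized to the 6.5 mM cAMP agonist control.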
FUS yeast rescue = rescues growth of FUS-expressing yeast | S. cerevisiae FUS-expressing, growth rescue, OD600, 24 h | Potency, µM (titrated, usually from 76.6 µM), for inactives: at the highest dose growth rescue (activation), usual class: activators | 390,000 compounds, 0.24% hits | AID 1347120;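 note: potency is the fitted concentration of half-maximal effect; plate controls were DMSO vehicle for no effect and reference control for full effect; nearly all actives have a fitted effect of over 55% in size; some results filed as inactive show a strong effect at the top dose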
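S. cerevisiae expressing FUS from galactose induction served as the toxicity model. Growth after 24hr at 30C, read as absorbance at 600 nm, indicates suppression of toxicity; compounds dosed at several concentrations.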
TDP-43 yeast inh = rescues yeast growth from TDP-43 toxicity; TDP-43 expressing yeast growth rescue, BacTiter-Glo, 24 h; Potency, µM (highest dose often 46.1 µM), for inactives: at the top dose growth rescue (activation), most hits filed as activators; 410,000 compounds, 1.8% hits; note: potency is the fitted concentration of half-maximal effect; % of control where 0% means no effect; nearly all actives have a fitted effect of over 50% in size
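Growth rescue of TDP-43-toxic yeast measured as ATP luminescence (BacTiter-Glo). Cells grown to mid-log in raffinose, induced in galactose at OD600=0.02, exposed to compound 24 hr at 30 deg C.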
aSyn yeast inh = rescues yeast growth from alpha-synuclein toxicity; AID 652106; 370,000 compounds, 0.14% hits; Potency, µM (titrated, usually from 46.1 µM), for the others: at the highest dose growth rescue (activation), hits mostly activators; Yeast expressing alpha-synuclein, growth rescue, BacTiter-Glo, 24 h; note: potency is the fitted concentration of half-maximal effect; % of control where 0% means no effect; nearly all actives have a fitted effect of over 65% in size
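Galactose-induced alpha-syn yeast (OD600=0.02, raffinose-pregrown) + pinned cpd, 24 hr, 30 deg C; growth by BacTiter-Glo luminescence. Growth restoration scores as activation.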
EPAC2 antagonist = antagonists of human EPAC2 | 360,000 compounds, 0.18% hits | AID 720708 | EPAC2 GEF exchange of Rap1B-BODIPY-GDP, fluorescence | Q8WZA2 | Potency, µM (series often up to 114 µM), inactives show at the top dose activity, negative = inhibition, hits mostly inhibitors; note: potency is the fitted concentration of half-maximal effect; % is set by controls: 0 for no effect and ±100 for the full control effect; nearly all actives have a fitted effect of over 45% in size; many of its hits are not listed in these tables
DRD3 antagonist = antagonists of human D3 dopamine receptor | 360,000 compounds, 2.5% hits | P35462 | AID 652054 | max response, negative = inhibition, % | D3R cells, DiscoveRx beta-arrestin luminescence, antagonist mode; hits give low values; in the data active = max response below about -50%; inconclusive = no clear call, values can overlap the other calls; note: % is set by controls: 0 for no effect and ±100 for the full control effect; mostly tested at two doses, the higher about 12 µM
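Cells plated overnight at 1500 cells/well, then exposed to library compounds with dopamine controls for 90 minutes at 37 degrees C. DiscoveRx reagent added for 30–60 minutes at room temperature; luminescence read, quantitative HTS format.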
Active calls of the source: *; ? = inconclusive; · = not tested or not shown; & = joins results of further samples; [ ] = remark or other dose. Unless noted, calls come from the whole dose curve; as a rule, active = well fitted curve in the direction sought with a large enough effect; inconclusive = small, poorly fitted or top-dose-only effect, or another doubt; inactive = no such curve, though single readings can be large; an effect the other way counts as inactive or inconclusive. An excerpt; the hit share may differ from the screen's.

The first 17 entries (preview)
SMILES	Abeta rescue	DRD3 agonist	EPAC2 ag	FUS yeast rescue	TDP-43 yeast inh	aSyn yeast inh	EPAC2 antagonist	DRD3 antagonist
COc1ccccc1N1C(=O)NC(=O)/C(=C/c2ccc3c(c2)Cc2ccccc2-3)C1=O	-7%	-10	6%	24%	-23%[0.397 µM]	3%	-23%	-14
O=C(c1cccs1)N1CCC(C(=O)O)(c2ccccc2)CC1	2%	-1	6%	15%	13%	14%	-6%	-4
CN(C)c1ccc(/C=C/C=C2/C(=O)NC(=O)N(c3ccccc3)C2=O)cc1	-38%	-2	7%	5.6µM*	-56%[inhibitor]	-44%[inhibitor]	?	-22
CC(=O)N(C)CC#CCN1CCCC(CO)C1 (stereo not given)	-9%	·	4%	-17%	·	·	12%	·
N#CCCn1cc(C(=O)Nc2ccccc2Br)c(-c2ccc3c(c2)OCCO3)n1	-13%	-5	13%	-4%	-6%	-3%	-10%	-10
CCOC(=O)c1ccc(-[n+]2c(-c3ccccc3)cc(-c3ccccc3)cc2-c2ccccc2)cc1	10%	5	4%	22%	-33%[inhibitor]	-2%	10%	89
COC(=O)COc1ccc(/C=C2\C(=O)NC(=S)N(c3ccc(C)cc3)C2=O)cc1OC	9%	1	2%	30%	16%	0%	2%	-17
CN(C)c1ccc(C=C2C(=O)NC(=S)NC2=O)cc1	-8%	-2	-1%	-3%	?	-24%&3%	-2%	-8
CCCn1c(C(=O)c2ccccc2)nc2ccccc21	4%	-1	19%	-9%	?	1%	-28%	-4
c1ccc2c(c1)-c1cccc3cccc-2c13	1%	-1	12%	-33%	6%	-1%	-13%	9
CCCNC(=O)N1[C@H]2CC[C@@H]1C(C(=O)OC)=C(c1ccc3ccccc3c1)C2	1%	3	3%	19%	?	3%	-1%	-18
COC(=O)[C@]12OC[C@]34C([C@@H](O)[C@@H]1O)[C@]1(C)CC(=O)C(O)=C(C)[C@@H]1C[C@H]3OC(=O)[C@H](O)[C@@H]24 (stereo not given in full)	-1%	-18	1%	-27%	-2%	0%	25%	0
CCCCCN1C(=O)c2cc(OC)ccc2[C@@]2(C(=O)OCC)Cc3cc(Cl)ccc3[C@@H]12	-92%[inhibitor]	-8	2%	30%	-88%[inhibitor]	-61%[inhibitor]	-26%	?
Clc1ccc(C2N3CCCN23)c(Cl)c1 (stereo not given)	7%	-1	0%	-5%	0%	1%	17%	-10
CN1CCN(C(=O)COc2ccc(S(=O)(=O)NC3CCCCC3)cc2Cl)CC1	1%	7	9%	1%	0%	-3%	-5%	0
O=C(COc1ccc2ccccc2c1)N1CCN(Cc2c[nH]c3ccccc23)CC1	-18%	-3	-6%	41%	-15%	-4%	16%	?
COC(=O)C1=C(c2ccc(F)cc2OCc2ccccc2)C[C@@H]2CC[C@H]1N2C(=O)NCCOc1ccccc1Cl	19%	-7	12%	38%	?	2%	-4%	?

Results (from the top)
SMILES	Abeta rescue	DRD3 agonist	EPAC2 ag	FUS yeast rescue	TDP-43 yeast inh	aSyn yeast inh	EPAC2 antagonist	DRD3 antagonist
COc1ccccc1N1C(=O)NC(=O)/C(=C/c2ccc3c(c2)Cc2ccccc2-3)C1=O	-7%	-10	6%	24%	-23%[0.397 µM]	3%	-23%	-14
O=C(c1cccs1)N1CCC(C(=O)O)(c2ccccc2)CC1	2%	-1	6%	15%	13%	14%	-6%	-4
CN(C)c1ccc(/C=C/C=C2/C(=O)NC(=O)N(c3ccccc3)C2=O)cc1	-38%	-2	7%	5.6µM*	-56%[inhibitor]	-44%[inhibitor]	?	-22
CC(=O)N(C)CC#CCN1CCCC(CO)C1 (stereo not given)	-9%	·	4%	-17%	·	·	12%	·
N#CCCn1cc(C(=O)Nc2ccccc2Br)c(-c2ccc3c(c2)OCCO3)n1	-13%	-5	13%	-4%	-6%	-3%	-10%	-10
CCOC(=O)c1ccc(-[n+]2c(-c3ccccc3)cc(-c3ccccc3)cc2-c2ccccc2)cc1	10%	5	4%	22%	-33%[inhibitor]	-2%	10%	89
COC(=O)COc1ccc(/C=C2\C(=O)NC(=S)N(c3ccc(C)cc3)C2=O)cc1OC	9%	1	2%	30%	16%	0%	2%	-17
CN(C)c1ccc(C=C2C(=O)NC(=S)NC2=O)cc1	-8%	-2	-1%	-3%	?	-24%&3%	-2%	-8
CCCn1c(C(=O)c2ccccc2)nc2ccccc21	4%	-1	19%	-9%	?	1%	-28%	-4
c1ccc2c(c1)-c1cccc3cccc-2c13	1%	-1	12%	-33%	6%	-1%	-13%	9
CCCNC(=O)N1[C@H]2CC[C@@H]1C(C(=O)OC)=C(c1ccc3ccccc3c1)C2	1%	3	3%	19%	?	3%	-1%	-18
COC(=O)[C@]12OC[C@]34C([C@@H](O)[C@@H]1O)[C@]1(C)CC(=O)C(O)=C(C)[C@@H]1C[C@H]3OC(=O)[C@H](O)[C@@H]24 (stereo not given in full)	-1%	-18	1%	-27%	-2%	0%	25%	0
CCCCCN1C(=O)c2cc(OC)ccc2[C@@]2(C(=O)OCC)Cc3cc(Cl)ccc3[C@@H]12	-92%[inhibitor]	-8	2%	30%	-88%[inhibitor]	-61%[inhibitor]	-26%	?
Clc1ccc(C2N3CCCN23)c(Cl)c1 (stereo not given)	7%	-1	0%	-5%	0%	1%	17%	-10
CN1CCN(C(=O)COc2ccc(S(=O)(=O)NC3CCCCC3)cc2Cl)CC1	1%	7	9%	1%	0%	-3%	-5%	0

Only FUS yeast rescue (two entries from above):
molecule | FUS yeast rescue
c1ccc2c(c1)-c1cccc3cccc-2c13 | -33%
CCCNC(=O)N1[C@H]2CC[C@@H]1C(C(=O)OC)=C(c1ccc3ccccc3c1)C2 | 19%

Going on with the list.
SMILES	Abeta rescue	DRD3 agonist	EPAC2 ag	FUS yeast rescue	TDP-43 yeast inh	aSyn yeast inh	EPAC2 antagonist	DRD3 antagonist
O=C(COc1ccc2ccccc2c1)N1CCN(Cc2c[nH]c3ccccc23)CC1	-18%	-3	-6%	41%	-15%	-4%	16%	?
COC(=O)C1=C(c2ccc(F)cc2OCc2ccccc2)C[C@@H]2CC[C@H]1N2C(=O)NCCOc1ccccc1Cl	19%	-7	12%	38%	?	2%	-4%	?
COc1cccc(N(C(C)=O)C2=NCCCS2)c1	-8%	-2	10%	-19%	1%	1%	3%	1
O=C1NCN(c2ccccc2)C12CCN(C(c1cccs1)c1nnnn1C1CCCCC1)CC2 (stereo not given)	9%	-6	4%	?	?	0%	-12%	-9
O=C(c1ccc(F)cc1Cl)N1CCC2(CC1)OCCO2	-4%	-4	1%	6%	11%	1%	1%	-16
C=CCn1c(O)c(N=Nc2c(C)n(C)n(-c3ccccc3)c2=O)c(=O)[nH]c1=S	6%	-14	1%	·	15%	13%	-1%	-57*
Cc1cccc(OCC(=O)N2CCN(Cc3cc(=O)n4nc(-c5ccccc5Cl)sc4n3)CC2)c1	-13%	-10	·	13%	2%	·	·	·
CCOC(=O)/C(CCCN(CC)CC)=N\O	0%	4	6%	-36%	10%	2%	3%	10
COC(=O)C1=C(c2ccc3ccccc3c2)C[C@@H]2CC[C@H]1N2C(=O)NC1CCCCC1	-57%[inhibitor]	3	4%	?	?	-24%	?	-10
CCOP(=O)(OCC)C(Nc1cc(Cl)cc(Cl)c1)c1cccc(O)c1 (stereo not given)	24%	0	13%	30%	14%	11%	?	0
NC1CCc2cc(O)c(O)cc2C1 (stereo not given)	-5%	141*	4%	-40%	9%	-8%&5%	13%	59
COC(=O)CC1(Cc2ccccc2)C(=O)NC(=O)NC1=O	4%	-1	14%	-17%	-6%	-5%	7%	0
COC(=O)C1=C(c2ccc(F)cc2F)C[C@@H]2CC[C@H]1N2C(=O)N1CCCC1	10%	-13	3%	1%	9%	3%	-23%	-7
Cn1c(O)c(/C=C2\C=c3ccccc3=NC2=O)c(=O)n(C)c1=O	1%	-3	7%	-9%	-4%	9%	12%	10
Cc1nn(-c2nccs2)c2c1C(=O)CC(C)(C)C2Br (stereo not given)	-17%	-2	9%	-14%	14µM*	-1%	-21%	0
Cc1ccc(-c2nc3ccc(C)cn3c2CC(=O)N(C)C)cc1	-25%	-47&7	15%	-28%	-20%	-3%	20%	0
CN1CCN(c2ncc(C=O)s2)CC1	-6%	-17	-8%	-19%	-29%	-2%	-4%	-16
N#C/C(N)=C(/N)C#N	-1%	17	11%	-37%	22%	6%	-2%	19
Cc1nc(-c2cccc(NC(=O)c3ccc(Cl)c(S(=O)(=O)N4CCCC4)c3)c2)cs1	2%	-3	14%	28%	?	-3%	29%	10
COc1cc(C)c(C(=O)CC(=O)c2c(C)cc(OC)cc2C)c(C)c1	-25%	19	24%	21%	-24%	?	-6%	-15
CN(C)C(=O)Nc1cccc(OC(=O)N(C)C)c1	12%	-1	2%	0%	4%	0%	4%	-7
Cc1cc(OC(=O)c2ccco2)c2c3c(c(=O)oc2c1)CCC3	2%	11	-1%	-9%	-7%	-14%	1%	8
COC(=O)C1=C(c2ccc(F)cc2OCc2ccccc2)C[C@@H]2CC[C@H]1N2C(=O)NCc1ccccc1Cl	-14%	0	7%	?	4%	-4%	-24%	?
O=C1NC(=O)C(CCc2ccncc2)(CCc2ccccn2)C(=O)N1c1ccc(Br)cc1 (stereo not given)	-12%	-1	11%	29%	4%	-4%	0%	4
NNC(=O)c1ccc(O)cc1	-6%	1	7%	-14%	9%	1%&3%	-9%	-7
Cc1nnc(NC(=O)c2cccn(Cc3ccccc3)c2=O)s1	-13%	-3	·	1%	11%	·	·	·
COc1ccc(Cl)cc1NC(=O)CN1C(=O)CN=C(c2ccccc2)c2cc(Cl)ccc21	8%	-11	·	10%	?	·	·	·
COC(=O)C1=C(c2ccccc2OCc2ccccc2)C[C@@H]2CC[C@H]1N2C(=O)NCCCOC(C)C	-1%	0	-4%	34%	?	-8%	-6%	-25
CC(=O)C1C(N2CC2)CC2C3CC=C4CC(O)CCC4(C)C3CCC21C (stereo not given)	-15%	-13	12%	37%	-24%	12%	14%	?
C=CCc1cc(C=C2C(=O)NC(=O)NC2=O)cc(OC)c1OCc1ccc(C(=O)O)cc1	5%	3	13%	-7%	10%	-8%	3%	-9
Cc1c(C=O)c2ccccc2n1Cc1cccc(F)c1	-16%	-9	4%	·	27%	1%	-8%	-8
CNC(=O)OCCc1n(C)cc[n+]1C	24%	-3	7%	5%	6%	3%	-2%	10
O=c1[nH]c(=S)n(-c2ccccc2)c(O)c1/C=N/N1CCOCC1	-3%	0	6%	20%	10%	11%	-10%	0
